Compound activity (PubChem BioAssay)
mouse EphA4 binding: inhibitors of EphA4 binding to KYL peptide, primary screen, biochemical, colorimetric, mouse EphA4 (AID 689); EphA4-AP binding to KYL peptide, pNPP A405; higher % means a stronger effect; inhibition, % at 10 µM; hits with a dose series show IC50 in µM; 62,000 compounds, 0.1% hits; in the data active = a potency from the dose series; inactive = the rest, 99 in 100 with inhibition below about 22%
The depositor's hits bear a star.

Sample of the layout (2 entries):
mouse EphA4 binding	Compound
-4.2%	COc1ccc(S(=O)(=O)NC(CC(=O)NC2CCCC2)c2ccco2)cc1 (stereo not drawn)
2.1%	CCCCNC(=O)C(Cc1ccccc1)NS(=O)(=O)c1ccc2c(c1)c(=O)n(C)c(=O)n2C (stereo not drawn)

The list itself, previewed entries included:
mouse EphA4 binding	Compound
-4.2%	COc1ccc(S(=O)(=O)NC(CC(=O)NC2CCCC2)c2ccco2)cc1 (stereo not drawn)
2.1%	CCCCNC(=O)C(Cc1ccccc1)NS(=O)(=O)c1ccc2c(c1)c(=O)n(C)c(=O)n2C (stereo not drawn)
-3.6%	Cn1c(SCc2nc3ccccc3[nH]2)nnc1-c1cnccn1
-6.2%	CC(/C=C/c1ccccc1)=N/O
-3.7%	Cc1ccc2[nH]c(=O)c(CN(CCN3CCOCC3)C(=O)Nc3ccc(F)cc3)cc2c1
-18.0%	CCn1c(SCC(=O)NCCc2ccc(F)cc2)nnc1-c1cccs1
-2.6%	CC1CCCCC1NC(=O)COC(=O)c1ccc(S(=O)(=O)N2CCOCC2)cc1 (stereo not drawn)
1.7%	CCN(CC)c1ccc(C(=O)Nc2cccc(F)c2)cc1
-9.0%	COc1cccc(N2C(=O)C(CC(=O)Nc3ccccc3)N(C3CCCCC3)C2=O)c1 (stereo not drawn)
2.1%	O=C(CCCn1c(=S)[nH]c2ccccc2c1=O)NC1CCCC1
-4.7%	Cc1ccccc1Cn1nc(C)c(NC(=O)c2cc3nc(-c4ccco4)cc(C(F)(F)F)n3n2)c1C
-12.3%	CCn1c(SCC(=O)Nc2ccc3c(c2)OCCO3)nc2c(c1=O)SC(C)C2 (stereo not drawn)
10.7%	c1cncc(-c2noc(-c3ccco3)n2)c1
-3.3%	Cc1ccc(S(=O)(=O)N2CCCCC2)cc1C(=O)Nc1ccc(N2CCOCC2)cc1
-14.1%	CCn1c(C)c(/C=N/Nc2nc3ccccc3s2)c2ccccc21
-1.9%	Cc1ccc(C2C(=O)N(C3CCCC3)CC(=O)N2C2CCCCC2)cc1 (stereo not drawn)
-5.9%	CCOc1ccc2oc(C)c(C(=O)O)c2c1
0.7%	CC1(C)CC(=O)C2=C(C1)OC1=C(C(=O)CC(C)(C)C1)C2c1ccccc1
-5.4%	CCSc1ncnc2sc3c(c12)CCC3
1.5%	COC(=O)c1cccc(C(=O)Nc2ccc(F)cc2)n1
8.6%	Nc1nc2ccc(S(=O)(=O)c3ccc4nc(N)sc4c3)cc2s1
4.5%	Cc1cccc(N2C(=O)C3C(c4ccccc4)OC4(C(=O)c5ccccc5C4=O)C3C2=O)c1 (stereo not drawn)
-8.5%	O/N=C/c1cc(Br)ccc1OCc1cccc(F)c1
-3.2%	Cc1ccc(C23CC4CC(CC(C(=O)N5CCOCC5)(C4)C2)C3)cc1
-6.1%	Clc1cccc(CSc2nc3ccncc3[nH]2)c1
-30.8%	NS(=O)(=O)c1ccc(CCNC(=O)c2cncc(Br)c2)cc1
-10.4%	CC(=NCCN1CCN(C(=S)Nc2ccccc2)CC1)C1=C(O)CC(C)(C)CC1=O
-7.5%	CC(=O)c1cccc(Nc2ncnc3ccc(C)cc23)c1
18.4%	O=C1/C(=C/c2ccc(O)c([N+](=O)[O-])c2)SC(=S)N1Cc1ccccc1
-12.4%	CC(=O)c1cc2ccc([N+](=O)[O-])cc2oc1=O
0.1%	O=S(=O)(c1ccccc1C(F)(F)F)N1CCN(S(=O)(=O)c2ccccc2C(F)(F)F)CC1
-8.8%	CC1(C)CC(=O)C2=C(C1)N(c1ccc(F)cc1)C(=O)NC2(C(F)(F)F)C(F)(F)F
3.3%	CCN(CC)C(=O)C1CCCN(c2ccc([N+](=O)[O-])cc2/C=N/NC(=O)c2cccc(Br)c2)C1 (stereo not drawn)
-5.3%	Cc1cc(C)nc(N2CCCC(C(=O)NC(C)CCc3ccco3)C2)n1 (stereo not drawn)
3.4%	CCN(C(=O)COc1ncnc2ccc(Br)cc12)C1CCS(=O)(=O)C1 (stereo not drawn)
6.0%	N#Cc1nc(COc2ccc(F)cc2)oc1NCCN1CCOCC1
-4.9%	COc1ccc(C(=O)N[C@H]2COC(C)(C)O[C@H]2c2ccccc2)cc1
-0.2%	c1cc(CSc2nnc(-c3ccc4c(c3)OCO4)o2)ccn1
-5.6%	Cc1ccc(CN(C#N)c2nc(C)cc(C)n2)cc1
4.3%	Cc1cccc(N2CCN(C(=O)Cc3cn(C)c4ccccc34)CC2)c1C
-9.1%	Cn1c(-c2ccc(F)cc2)cnc1NCc1cccc(F)c1
-10.7%	Cc1ccc(/C=C/C(=O)c2c(C)cc(C)[nH]c2=O)cc1
-8.5%	O=C(C1=C(O)C(=O)N(c2nncs2)C1c1ccccc1F)c1cccs1 (stereo not drawn)
-3.8%	Cc1ccc(-c2n[nH]c(=S)c3ccccc23)cc1C
-5.4%	COc1cc(C)nc(N2CCCC(C(=O)NC3CCC(C)CC3)C2)n1 (stereo not drawn)
-5.0%	FC(F)(F)c1cc(-c2ccco2)nc(N2CCN(Cc3ccccc3)CC2)n1
-31.1%	O=C(NCc1ccco1)C1CCCN(S(=O)(=O)c2ccccc2)C1 (stereo not drawn)
-13.0%	COc1ccc(NC(=O)C2CCN(c3cc(-c4ccccc4)nc4ncnn34)CC2)cc1OC
-7.0%	O=c1c2c(n3cnnc3n1-c1ccccc1)-c1ccccc1CC21CCCCC1
-3.7%	CC(C)C(Nc1nc2ncn(Cc3ccccc3)c2c(=O)[nH]1)C(=O)O (stereo not drawn)
-6.1%	CC1Cc2ccccc2N1C(=O)CSc1nnc(-c2ccc(S(=O)(=O)N3CCCC3)cc2)o1 (stereo not drawn)
9.6%	Cc1ccc(OCC(=O)Nc2ccc3c(c2)OCCO3)c(Br)c1
-9.3%	Cc1cc(OCC(=O)N2CCOCC2)ccc1NC(=O)C1CCCCC1
-10.7%	C=CCn1c(SCC(=O)Nc2cc(C)ccc2C)nnc1-c1cnccn1
10.2%	Cc1nc(C)c(-c2csc(NCc3ccccc3)n2)s1
-9.7%	CC(=O)Nc1ccccc1/C=C/c1ccc2c(C)cc(C)c(O)c2n1

Continued:
mouse EphA4 binding	Compound
-2.6%	CCN(c1ccc(NC(=O)COC(=O)c2cccs2)cc1)C(C)C
9.6%	Cc1nc2cc(CO)ccc2s1
-6.1%	COc1ccc(S(=O)(=O)N(CC(C)C)CC(C)C)c2cccnc12
-4.0%	N#C/C(=C\C1CC=CCC1)c1nc2ccccc2[nH]1 (stereo not drawn)
-4.2%	Brc1ccc(-c2nnc(-c3ccccc3Br)o2)cc1
-11.8%	Cc1oc(CC(C)C)cc1C(=O)Nc1cccc2ccccc12
-12.5%	Cc1cccc(N(Cc2nnc3n2CCCCC3)C(=O)Nc2ccccc2)c1
2.6%	O=C(NCC(c1cccs1)N1CCOCC1)c1ccco1 (stereo not drawn)

Four entries drawn at random from those above:
mouse EphA4 binding	Compound
-5.0%	FC(F)(F)c1cc(-c2ccco2)nc(N2CCN(Cc3ccccc3)CC2)n1
-3.3%	Cc1ccc(S(=O)(=O)N2CCCCC2)cc1C(=O)Nc1ccc(N2CCOCC2)cc1
-8.5%	O=C(C1=C(O)C(=O)N(c2nncs2)C1c1ccccc1F)c1cccs1 (stereo not drawn)
-2.6%	CC1CCCCC1NC(=O)COC(=O)c1ccc(S(=O)(=O)N2CCOCC2)cc1 (stereo not drawn)

Returning to the listing with the three entries that preceded the break.
mouse EphA4 binding	Compound
-11.8%	Cc1oc(CC(C)C)cc1C(=O)Nc1cccc2ccccc12
-12.5%	Cc1cccc(N(Cc2nnc3n2CCCCC3)C(=O)Nc2ccccc2)c1
2.6%	O=C(NCC(c1cccs1)N1CCOCC1)c1ccco1 (stereo not drawn)
10.5%	COc1ccc(C2CC(C(F)(F)F)n3ncc(C(=O)Nc4cccc(O)c4)c3N2)cc1OC (stereo not drawn)
-26.2%	Cc1ccc(C(C(=O)NC2CCCCC2)N(C(=O)Cc2c[nH]c3ccccc23)c2ccccc2)o1 (stereo not drawn)
1.7%	Cc1ccc2cc(CN(CCO)Cc3nnnn3Cc3ccc(F)cc3)c(=O)[nH]c2c1
-11.5%	CC1CC(O)N(c2ccccc2)C(=S)N1 (stereo not drawn)
-18.6%	CC1CCc2c(nc3ncnn3c2N2CCN(c3ccccc3)CC2)C1 (stereo not drawn)
9.7%	Cc1cccc(-n2cnc3cc(C(=O)N4CCCCC4)ccc32)c1
-12.0%	COc1ccc(CNC(=O)C2CCC(CNc3c(N4CCOCC4)c(=O)c3=O)CC2)cc1 (stereo not drawn)
-6.0%	c1cncc(Nc2nc(-c3cccnc3)cs2)c1
-5.0%	Cc1n[nH]c(=S)n1/N=C/c1ccc(Br)o1
-15.7%	CCOC(=O)Cc1csc(NC(=O)c2c(O)c3ccccc3n(C)c2=O)n1
-2.2%	Cc1ccc(N2C(=O)c3ccccc3C2Nc2ccc(S(=O)(=O)N3CCOCC3)cc2)nc1 (stereo not drawn)
-0.2%	COc1cc(C(=O)NCc2cn3cccc(C)c3n2)cc(OC)c1OC
-15.1%	Cc1ccc(Oc2nn[nH]n2)cc1
5.2%	O=C(c1ccccc1Oc1ccccc1)N1CCN(c2ccccc2)CC1
-18.8%	COc1ccc(C(=O)NC(CO)c2nnc(SCc3ccc(Cl)c(Cl)c3)n2C)cc1 (stereo not drawn)
-6.4%	Cc1ccc(NC2OC(C(O)CO)C(O)C2O)cc1[N+](=O)[O-] (stereo not drawn)
-4.7%	COc1ccc(C(=O)CN2C(=O)C(C)(C)Oc3ccc(C(=O)N4CCCCCC4)cc32)cc1
11.3%	COc1ccccc1C(OC(=O)c1ccco1)C(=O)NC(C)(C)C (stereo not drawn)
23.0%	COc1ccc(Oc2coc3cc(OC(=O)c4ccccc4Cl)ccc3c2=O)cc1
-2.6%	COc1ccc(Oc2nnc(-c3ccccc3)cc2C#N)cc1
25.3%	Cc1ccc2c(c1)[nH]c1c(N3CCN(Cc4ccc5c(c4)OCO5)CC3)ncnc12
5.9%	CCOc1ccc(OCC)c(S(=O)(=O)N2CCCCC2C)c1 (stereo not drawn)
-2.9%	COc1ccc(CC(=O)Nc2ccc(NC(=O)c3ccc(C(C)(C)C)cc3)cc2)cc1OC
-15.0%	c1ccc(Oc2nc(-c3ccncc3)nc3ccccc23)cc1
-10.8%	c1ccc(-c2nnc(OCCN3CCOCC3)c3ccccc23)cc1
-0.5%	COc1cccc(C2(O)CCN(C(=O)c3cccs3)CC2)c1
-15.2%	Cc1ccc(C(O)P(=O)(OC2CCCCC2)OC2CCCCC2)cc1 (stereo not drawn)
-4.6%	CS(=O)(=O)N(Cc1ccc(C(=O)NCCSCc2ccco2)cc1)c1ccccc1
-13.2%	COc1ccc(OC)c(-c2cc(C(=O)Nc3c(C)n(C)n(-c4ccccc4)c3=O)no2)c1
2.3%	O=C(OCC(=O)N1CCCc2ccccc21)C1CCN(S(=O)(=O)c2cccs2)CC1
1.7%	COc1cccc(C2=CC(c3ccccc3)n3ncnc3N2)c1 (stereo not drawn)
-13.6%	Cc1sc2nc(SCC(=O)C(C)(C)C)n(Cc3ccco3)c(=O)c2c1C

An excerpt of these results, with each value named:
> CS(=O)(=O)N(Cc1ccc(C(=O)NCCSCc2ccco2)cc1)c1ccccc1
- mouse EphA4 binding: -4.6%

> COc1ccc(OC)c(-c2cc(C(=O)Nc3c(C)n(C)n(-c4ccccc4)c3=O)no2)c1
- mouse EphA4 binding: -13.2%

Further structures
mouse EphA4 binding	Compound
-9.6%	COc1ccc(N=C(C)C2=C(O)COC2=O)cc1
-3.1%	CCn1ncc(/C=C/C(=O)Nc2c(C)nn(Cc3ccc(Cl)cc3Cl)c2C)c1C
1.0%	Cc1nc(SCC(=O)c2ccc(Cl)s2)c2oc3ccccc3c2n1
-11.9%	CCOC(=O)NC1(NC2CCCCC2)Oc2ccccc2O1
-2.5%	C=CCn1c(-c2ccc(OC)cc2)csc1=Nc1c(C)n(C)n(-c2ccccc2)c1=O
-18.4%	COc1ccc(CNC(=O)C2CCCN2C(=O)NC2CCCCC2)cc1 (stereo not drawn)
7.7%	COC(=O)COc1ccc(S(=O)(=O)NCCC2=CCCCC2)cc1C
-1.3%	Cc1cccc2cc(CN(CC3CCCO3)C(=O)c3ccco3)c(=O)[nH]c12 (stereo not drawn)
-9.8%	COc1ccc(C2C(C(C)=O)=C(O)C(=O)N2c2cccnc2)cc1OC (stereo not drawn)
-12.4%	O=C(Nc1cccn(Cc2ccc(F)cc2)c1=O)NC1CCCCC1
-6.0%	Cc1ccc(NC(=O)c2ccc(NC(=O)c3ccc(Cl)cc3Cl)cc2)cc1
-7.6%	Cc1cc([N+](=O)[O-])nn1CC(=O)NNC(=S)Nc1ccc(F)cc1
-7.6%	CCCn1nnc(NC(=O)c2ccc(F)cc2)n1
-22.4%	O=C1NC(c2ccccc2)C(C(=O)c2cccs2)C(O)(C(F)(F)F)N1 (stereo not drawn)
6.0%	CCCOc1nc2c(c(=O)n(C)c(=O)n2C)n1Cc1cccc2ccccc12
-14.1%	COc1ccc(C(=O)CSc2ncn[nH]2)cc1
3.4%	CCOc1ccc(-c2noc(CCC(N)=O)n2)cc1OCC
0.5%	Cc1cc(NC(NC(=O)c2ccco2)(C(F)(F)F)C(F)(F)F)no1
-5.3%	CC(C)c1ccc(N2C(=O)NC(=O)/C(=C/c3cccc([N+](=O)[O-])c3)C2=O)cc1
-9.9%	O=C(Nc1cccn2ncnc12)C(Cl)Cl
-18.3%	CN(C)Cc1c(C#N)c2ccccc2n1C
-6.1%	CC(C)(C)NC(=O)CN(Cc1cccs1)C(=O)C1COc2ccccc2O1 (stereo not drawn)
-7.6%	COc1ccc(Cl)cc1NC(=S)NCc1ccco1
16.0%	COc1ccc(OCC(=O)N2c3ccccc3CCc3ccccc32)cc1
-16.1%	CCOc1ccc(NC(=O)CSc2nnc(CCNC(=O)c3ccc(OC)cc3)n2C)cc1
-3.1%	COc1ccc(CN2CCCCC2C)cc1OC (stereo not drawn)
-8.9%	Cc1cc(C)c(S(=O)(=O)Nc2cc([N+](=O)[O-])ccc2C)c(C)c1
-7.0%	Cc1cccc(OCCn2c(-c3ccco3)nc3ccccc32)c1
-7.3%	O=C(NC1CCCCC1)c1ccc(COCC(F)(F)F)o1
-1.9%	COc1ccc(C)cc1NC(=O)CCCN1C(=O)CCC1=O
-1.5%	c1ccc(-n2cnnc2SCc2cn3ccsc3n2)cc1

These rows are one share of the data; the hit share may differ from the screen's.
